CHO parental Ca – counter-screen for OX1R antagonists: effect in parental CHO cells; parental CHO-K1, ATP-induced calcium, Fluo-8 fluorescence; inhibition, % at 5.6 µM; 0.63% of 330,000 active; AID 463079;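 active means inhibition above that plate's mean sample inhibition plus 3 SD, cut at about 26% in these data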;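 further: 0% = ATP-challenged DMSO wells and 100% = DMSO wells without ATP; some compounds past the cut are filed as inactive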
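Assay system – parental CHO cells · Reagent – ATP stimulus · Detection – intracellular calcium via Fluo-8 no-wash fluorescent dye · Evaluation – percent inhibition of ATP-evoked calcium rise, normalized to controls · Controls – ATP wells versus no-ATP DMSO wells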
M1 PAM – human CHRM1 positive allosteric modulation; P11229; CHO-K1 hM1, Fluo-8 calcium fluorescence, ACh EC20; 0% = ACh EC20, 100% = maximal ACh; activation, % at 3 µM; 0.088% of 360,000 active; in the data active means activation above about 19%, passing the limit was not always enough
Target sequence (P11229 whole entry, looked up): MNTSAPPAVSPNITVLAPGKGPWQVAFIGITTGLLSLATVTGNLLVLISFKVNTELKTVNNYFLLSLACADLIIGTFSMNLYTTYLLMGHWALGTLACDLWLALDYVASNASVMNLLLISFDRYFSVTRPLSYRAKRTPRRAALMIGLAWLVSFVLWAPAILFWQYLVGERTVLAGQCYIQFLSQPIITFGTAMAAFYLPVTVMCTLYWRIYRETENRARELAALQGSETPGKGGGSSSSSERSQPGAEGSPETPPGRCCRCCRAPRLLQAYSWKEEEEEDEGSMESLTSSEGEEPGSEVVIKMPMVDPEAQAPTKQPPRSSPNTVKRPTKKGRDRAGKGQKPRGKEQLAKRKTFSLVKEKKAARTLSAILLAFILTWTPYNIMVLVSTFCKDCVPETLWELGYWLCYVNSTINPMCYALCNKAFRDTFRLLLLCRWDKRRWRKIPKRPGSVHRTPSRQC
OXTR ag – agonists of human oxytocin receptor. P30559. CHO-OTR cells, Fluo-8 calcium fluorescence; normalized: DMSO 0%, oxytocin 100%. activation, % at 3 µM. 0.32% of 320,000 active. AID 2435;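 active means activation above the mean of all tested compounds plus 3 SD, cutoff set per screening run, cut at about 20% in these data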;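 further: peak over basal fluorescence ratio from a 100 s FLIPR kinetic read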
TAAR1 antag – human TAAR1 antagonism | CHO RD-HGA16 TAAR1, Fluo-8 calcium fluorescence, antagonist | inhibition, % at 3 µM | 1.5% of 360,000 active | AID 624466 | Q96RJ0;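 active means inhibition above a per-plate cutoff, the mean inhibition of test compounds on that plate plus 3 SD, cut at about 49% in these data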;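 further: 0% = DMSO plus EC80 beta-PEA response and 100% = DMSO alone without agonist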
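Assay system: CHO-derived RD-HGA16 cells stably expressing human TAAR1 plus Gα16. Timing: 140 s kinetic read after compound, 140 s after agonist. Technique: kinetic Fluo-8 calcium fluorescence measurement. Measure: % inhibition of agonist calcium response.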
TAAR1 agonist – human TAAR1 agonism; 0.99% of 360,000 active; activation, % at 3 µM; CHO RD-HGA16 TAAR1, Fluo-8 calcium fluorescence; vehicle wells 0%, saturating PEA agonist 100%; Q96RJ0;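 active means activation above the mean activation of all test compounds in the run plus 3 SD, cut at about 38% in these data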
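Test system: RD-HGA16 (CHO) cells co-expressing Gα16 and hTAAR1 | Doses: Single dose, 3 µM | Schedule: 17-24 h seeding, 75 min 37 °C dye, 30 min RT | Evaluation: % activation from peak over basal fluorescence ratio, DMSO-to-PEA scaled | Technique: Kinetic Fluo-8 calcium fluorescence | Benchmarks: Low control DMSO, high control PEA (EC100)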
V1R ag counter – V1a receptor agonism, counter-screen for OXTR agonists | activation, % at 3 µM | 0.25% of 320,000 active | CHO-V1R cells, Fluo-8 calcium fluorescence, agonist mode; 0% DMSO, 100% 3 nM vasopressin | AID 2797;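 active means activation above the mean activation of all tested compounds plus 3 SD, per screening run, cut at about 20% in these data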;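 further: signal is peak over basal fluorescence ratio across a 100 second FLIPR read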
Target sequence (P37288 whole entry, looked up): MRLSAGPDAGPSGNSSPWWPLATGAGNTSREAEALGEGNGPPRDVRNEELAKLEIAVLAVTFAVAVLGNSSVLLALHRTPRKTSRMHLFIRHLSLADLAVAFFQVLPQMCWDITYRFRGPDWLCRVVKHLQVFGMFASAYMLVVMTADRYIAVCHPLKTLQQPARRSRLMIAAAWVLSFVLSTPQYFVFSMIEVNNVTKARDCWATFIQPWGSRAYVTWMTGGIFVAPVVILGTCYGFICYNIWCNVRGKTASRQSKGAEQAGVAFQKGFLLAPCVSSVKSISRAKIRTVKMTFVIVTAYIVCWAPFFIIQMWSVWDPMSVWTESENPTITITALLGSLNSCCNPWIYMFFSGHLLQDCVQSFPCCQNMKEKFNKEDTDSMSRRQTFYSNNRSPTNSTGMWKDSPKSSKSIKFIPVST
OXTR potentiator – human OXTR potentiation; P30559; CHO-OTR cells, Fluo-8 calcium fluorescence, potentiator mode; 0% = oxytocin EC15, 100% = EC100; activation, % at 3 µM; 0.061% of 320,000 active;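 active means activation above that plate's cutoff, the mean activation of tested compounds plus 3 SD, cut at about 6.6% in these data, passing the limit was not always enough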;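 further: 100% uses oxytocin at 75 nM as the full agonist control; some results filed as inactive read as strong as hits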
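Assay system: CHO cell line stably expressing human OTR | Also added: Oxytocin at about EC15, sub-maximal agonist stimulus | Times: Compound 6 min at room temperature before oxytocin, 100 s read | Measured by: Fluo-8 intracellular calcium fluorescence, ex 470-495, em 515-575 nm | Controls: EC15 oxytocin alone as 0%, 75 nM oxytocin as 100%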
CHRM1 agonist – agonists of human M1 muscarinic receptor; P11229; CHO-K1 hM1, Fluo-8 calcium fluorescence, agonist mode; 0% DMSO, 100% acetylcholine EC100; activation, % at 3 µM; 0.33% of 360,000 active; AID 588814;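 active means activation above the run's mean compound activation plus 3 SD, cut at about 16% in these data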;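 further: peak over basal fluorescence ratio within a 140 s kinetic read after compound addition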
CHRM1 antagonist – blocks human M1 muscarinic receptor; 1.3% of 360,000 active; CHO-K1 hM1, Fluo-8 calcium fluorescence, ACh EC80 antagonist; inhibition, % at 3 µM; AID 588852;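 active means percent inhibition above its own plate's cutoff, namely the mean of that plate's compound wells plus 3 SD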;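 further: peak over basal fluorescence ratio during 140 s after agonist addition; 0% = ACh EC80 plus DMSO and 100% = DMSO alone without agonist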
Active calls of the source: *; . = no result given.

SMILES	CHO parental Ca	M1 PAM	OXTR ag	TAAR1 antag	TAAR1 agonist	V1R ag counter	OXTR potentiator	CHRM1 agonist	CHRM1 antagonist
COc1ccc(NC(=O)CC2C(=O)N(C)C(=S)N2CCc2ccccc2F)cc1 (stereo not drawn)	-6	-14	2.7	57*	21	5.6	-30	-4	11
Cc1cccc(N=C2Sc3nc4c(C)c(C)ccc4cc3CN2CCN2CCOCC2)c1	-14	2	-0.1	-44	11	-0.6	-6	-1	-29
CSCCC(NS(=O)(=O)c1ccc(Cl)cc1)C(=O)O (stereo not drawn)	11	10	0.0	-7	6	-0.7	-16	-3	-14
COc1ccc(NC(=O)CS(=O)CC(=O)NCc2cccc(C(F)(F)F)c2)cc1 (stereo not drawn)	-4	3	-0.4	0	10	-0.2	0	-3	2
Clc1ccc(N=c2ssnc2Cl)nc1	0	4	-0.3	-30	15	-0.6	-5	1	2
CCN1c2cccc3cccc(c23)S1(=O)=O	-3	4	-0.6	-6	15	-0.9	3	-4	-9
COc1ccc(NS(=O)(=O)c2ccc(C)c(C(=O)NCc3cccnc3)c2)cc1	-14	-3	0.3	-9	0	-0.6	10	-1	-5
CCOc1ccc(-c2nc(N)nc(C)c2-c2ccc(Cl)cc2)c(O)c1	-35	3	-1.9	-5	1	0.2	-21	-3	-9
NNC(=O)C1CC1(c1ccccc1)c1ccccc1 (stereo not drawn)	-25	10	-1.5	-7	1	-1.1	-18	-3	-14
O=C(c1ccccc1-n1cccn1)N1CCc2c([nH]c3ccccc23)C1c1ccccn1 (stereo not drawn)	-16	-4	1.7	32	8	0.7	-3	-6	-4
CCOC(=O)N1CCN(CCC(=O)Nc2cc(C)ccc2OC)CC1	-12	0	-0.5	-18	2	-0.9	-4	3	0
CN(CC(=O)Nc1ccc(F)c(F)c1F)C(=O)CC1OC(=O)c2ccccc21 (stereo not drawn)	-11	3	0.5	-21	2	0.7	-9	-3	-2
CCCCOc1ccc(C(=O)NCC(=O)NCC(c2cccs2)N2CCOCC2)cc1 (stereo not drawn)	-19	9	-2.1	-18	7	-0.5	-1	-7	-10
COc1ccccc1CNS(=O)(=O)c1cc2c3c(c1)CCN3C(=O)CC2	-8	3	2.2	-1	3	2.0	-14	1	3
CCc1nnc(NC(=O)CCC(=O)NC2CC2)s1	-4	5	0.1	-14	2	1.1	-4	-3	-8
C/C(=N\N1CCN(c2ccccc2)CC1)c1cccs1	-4	9	0.2	-19	0	-0.6	4	-3	-17
CN(Cc1ccccc1)C(=O)c1ccc(NC(=O)Cc2ccc(NC(=O)C3CCCN(C(=O)C4CCCC4)C3)cc2)cc1 (stereo not drawn)	.	7	.	-1	2	.	.	-5	-7
COc1ccc(C([O-])=Nc2ccc[n+](-c3nc4ccccc4nc3NS(=O)(=O)c3ccccc3)c2)cc1	-30	.	-0.3	-8	3	0.2	-5	.	.
COc1ccccc1C(=O)Nc1nnc(-c2ccc(F)cc2)s1	16	0	1.7	11	2	1.3	-4	-1	-8
COc1ccc(CN(C(=O)c2snc(C(N)=O)c2N)C(C)C(=O)NCc2ccc(F)cc2)cc1 (stereo not drawn)	6	0	4.5	20	14	8.4	-12	1	-1
O=C(NC1CC1)c1ccccc1NC(=O)c1ccccc1OC(F)F	.	3	.	-6	1	.	.	-6	-11
O=C(C1CCN(Cc2ccccc2)CC1)N1CCN(C/C=C/c2ccccc2)CC1	-9	11	2.7	5	1	2.2	0	-8	-12
CCC(C)[C@H](NC(=O)N1CC(=O)Nc2ccccc21)C(=O)N[C@H](C(=O)O)c1ccccc1 (stereo partly drawn)	8	11	0.2	-16	1	1.0	-10	0	-3
c1ccc(NN(Cc2cnccn2)c2ccccc2)cc1	.	4	.	-22	-2	.	.	-5	-1
CCc1nc(SCC(=O)Nc2ccccc2)c2c(=O)n(C)c(=O)n(C)c2n1	-9	6	0.4	-15	0	1.2	5	-3	-1

Overlap with the part before: four compounds, followed by the next part.
SMILES	CHO parental Ca	M1 PAM	OXTR ag	TAAR1 antag	TAAR1 agonist	V1R ag counter	OXTR potentiator	CHRM1 agonist	CHRM1 antagonist
O=C(C1CCN(Cc2ccccc2)CC1)N1CCN(C/C=C/c2ccccc2)CC1	-9	11	2.7	5	1	2.2	0	-8	-12
CCC(C)[C@H](NC(=O)N1CC(=O)Nc2ccccc21)C(=O)N[C@H](C(=O)O)c1ccccc1 (stereo partly drawn)	8	11	0.2	-16	1	1.0	-10	0	-3
c1ccc(NN(Cc2cnccn2)c2ccccc2)cc1	.	4	.	-22	-2	.	.	-5	-1
CCc1nc(SCC(=O)Nc2ccccc2)c2c(=O)n(C)c(=O)n(C)c2n1	-9	6	0.4	-15	0	1.2	5	-3	-1
CCN1C[C@@H]2[C@@H]3C(=O)N(Cc4ccccc4)C(=O)[C@@H]3[C@](Cc3ccccc3)(C1=O)N2C(=O)c1ccc(C)cc1	.	9	.	3	11	.	.	-7	-3
COc1ccc(C(CC(=O)Nc2cc(OC)cc(OC)c2)n2cccc2)cc1 (stereo not drawn)	-13	6	0.6	-8	3	4.2	-2	-5	-9
O=C(c1sc2ccccc2c1Cl)N1CCN(CCc2ccccn2)CC1	-24	13	3.2	1	4	3.3	-8	-2	-12
CCOc1ccccc1C(=O)NC1CCN(Cc2ccccc2)CC1	-25	-3	-0.3	-16	-1	1.4	-10	-8	6
CN1N=C(C(F)(F)F)CC1=O	-9	10	1.9	0	12	2.6	9	-8	-11
CCc1ccc(C(=O)NNC(=O)CCN2CCN(Cc3ccccc3)CC2)cc1	-15	7	-1.8	5	0	-0.4	-8	-5	13
C=CCOC(=O)C1=C(C)NC(=O)NC1c1ccc2c(c1)OCO2 (stereo not drawn)	-9	20	-0.1	4	1	-0.2	7	0	-18
CCc1ccc(S(=O)(=O)N2CCN(C(=O)c3cccnc3)CC2)cc1	1	-2	-0.2	10	-1	-0.4	-13	-4	4
CCCCCC1CC(CC#CCN2CCOCC2)C(=O)O1 (stereo not drawn)	-8	11	0.5	22	2	0.7	-5	-1	-15
CC(=O)c1c(C)[nH]c(C(=O)COC(=O)CCSc2ccccc2)c1C	-5	-13	6.7	22	13	9.6	-18	-2	3
Cc1cccc(N2CCN(CCCNC(=O)C3CCCN(c4ncnc5c4nc4n5CCCCC4)C3)CC2C)c1 (stereo not drawn)	-31	-17	2.5	41	10	6.3	-21	-5	30
CCOC(=O)c1[nH]nc(C(=O)c2ccc(Br)cc2)c1O	-2	11	1.0	-2	3	1.5	1	-5	-6
O=C(NCCc1c[nH]c2ccccc12)C1Cc2ccccc2CN1C(=O)c1ccco1 (stereo not drawn)	-21	6	2.5	16	6	0.9	-22	-1	-11
CC(=O)N1CCc2c(sc(NC(=O)CCS(=O)(=O)c3ccccc3)c2C(N)=O)C1	-5	2	0.6	2	0	-0.9	-5	-2	-5
CN(Cc1ccon1)C(=O)CC1C(=O)NCCN1CC1CCCCC1 (stereo not drawn)	-1	9	0.3	-4	3	0.2	-8	-6	-1
CCOC(=O)C1=C(c2ccccc2)N=c2sc(=Cc3cc(OC)c(OC)c(OC)c3)c(=O)n2C1c1cccs1 (stereo not drawn)	.	15	.	-12	5	.	.	7	-4
O=C(CCn1nnc(-c2cccs2)n1)NCc1ccccc1Cl	-14	14	-0.2	-6	5	3.4	-6	9	-25
C[C@@H]1CN([C@@H](C)CO)C(=O)CCCn2nncc2CO[C@H]1CN(C)C(=O)Nc1ccc(C(F)(F)F)cc1	.	1	.	14	2	.	.	-6	-6
Cc1nnc(C)n1N1C(=O)c2cccc3cccc(c23)C1=O	-4	2	1.7	-14	7	1.4	7	-3	-1
CN(C)S(=O)(=O)N1CCN(c2ccccc2Cl)CC1	-4	4	0.3	-16	5	0.2	-8	-3	-2
CCn1c(Cc2ccccc2)nnc1SCC(=O)Nc1nc(C)c(C)s1	6	5	1.3	1	3	1.0	4	-7	-16
COc1ccc(-c2csc(N(CCCN(C)C)C(=O)c3ccc(OC)c(OC)c3)n2)cc1	.	5	.	-9	5	.	.	-5	-5
COCCN(CCOC)Cc1c(C)[nH]c2c(C)c(C)ccc2c1=O	-4	2	0.8	5	2	0.8	-2	-4	2
COc1ccc(CCNC(=O)COC(=O)Cc2cccc3ccccc23)cc1	-15	6	-1.3	-7	1	3.3	-11	-6	2
CCCCCCCCc1nc(=S)[nH][nH]1	-2	11	-1.9	-3	0	-1.3	1	-4	-12
(further entries)
SMILES	CHO parental Ca	M1 PAM	OXTR ag	TAAR1 antag	TAAR1 agonist	V1R ag counter	OXTR potentiator	CHRM1 agonist	CHRM1 antagonist
COc1ccc(NC(=O)CN(C)C(=O)c2ccc3c(c2)CC(c2ccccc2)OC3=O)cc1 (stereo not drawn)	.	6	.	-5	5	.	.	-4	-7
COc1ccc2c(c1)OC[C@H]1[C@H]2N2C(=O)CN(C)C(=O)[C@@]2(C)[C@H]1c1ccccc1	-22	11	1.8	18	9	0.9	-3	1	-21
CCOC(=O)C1CCN(C(=O)CCNC(=O)Cn2ccc3ccccc3c2=O)CC1	-13	4	-2.0	3	2	-0.7	-2	-5	-1
Cc1ccc(C)c(NC(=O)CN2C(=O)COc3ccc(S(=O)(=O)N4CCCC4)cc32)c1	-22	2	-1.1	-8	2	6.3	-4	-10	-5
O=C(NCc1cccnc1)C(=O)Nc1ccc([N+](=O)[O-])cc1	-11	9	1.4	1	4	0.2	-10	-6	-9
CCC(NC(=O)CCc1nnc(-c2cc(C)on2)o1)C12CC3CC(CC(C3)C1)C2 (stereo not drawn)	-17	2	-1.2	-13	1	-0.2	-12	-4	-5
CCc1ccc(N2C(=O)CC(N3CCC(C(=O)OC)CC3)C2=O)cc1 (stereo not drawn)	-8	7	0.5	11	7	-0.1	-10	-1	-24
CC(C)(C)S(=O)(=O)/C(C#N)=C/c1sccc1C1OCCO1	3	-7	0.8	-34	5	-0.5	-7	-3	17
CC(=O)NNC(=O)c1csc(-c2csc(C)n2)n1	-3	4	-0.1	-1	1	0.9	2	-3	-9
Cc1cc(C)c(CN2CCC(n3nccc3NC(=O)CCOc3ccccc3)CC2)cc1C	-26	-5	3.0	0	4	2.3	-8	-5	11
CCOC(=O)N1CCN(C(=O)c2ccc(N(Cc3ccc(Cl)cc3)S(C)(=O)=O)cc2)CC1	1	8	4.1	2	6	4.3	-1	1	-20
Cc1ccc([C@@H]2CC=C(C(=O)O)[C@H](c3ccc(F)cc3)N2S(=O)(=O)c2ccccc2C)cc1	-8	5	-0.6	-16	0	0.4	-8	-6	-14
